# Screens (PubChem BioAssay)
# M4 PAM: positive allosteric modulators of human muscarinic M4 receptor. CHO-K1 hM4/Gqi5, Fluo-8 calcium fluorescence, ACh EC20; 0% = ACh EC20, 100% = maximal ACh. activation, % at 3 µM. 360,000 tested, 0.4% active. AID 624126;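 active = activation above its plate's cutoff, the mean activation of sample wells plus 3 SD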; note: some results filed as inactive read as strong as hits
# Target sequence (P08173 whole entry, looked up): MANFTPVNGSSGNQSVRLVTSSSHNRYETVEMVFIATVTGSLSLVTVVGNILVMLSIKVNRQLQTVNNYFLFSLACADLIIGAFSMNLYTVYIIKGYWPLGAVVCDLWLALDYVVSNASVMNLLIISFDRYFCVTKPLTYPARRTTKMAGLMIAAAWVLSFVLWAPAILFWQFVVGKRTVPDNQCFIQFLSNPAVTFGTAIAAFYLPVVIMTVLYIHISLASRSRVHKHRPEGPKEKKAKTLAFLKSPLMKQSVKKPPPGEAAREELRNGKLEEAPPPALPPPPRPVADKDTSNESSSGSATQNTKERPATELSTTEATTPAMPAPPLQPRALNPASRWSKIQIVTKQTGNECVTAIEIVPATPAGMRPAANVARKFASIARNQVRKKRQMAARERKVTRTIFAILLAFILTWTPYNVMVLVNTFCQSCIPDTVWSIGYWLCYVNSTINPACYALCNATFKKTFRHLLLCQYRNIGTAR
# CHRM4 agonist: CHRM4 agonism in calcium assay; 360,000 tested, 0.14% active; P08173; CHO-K1 hM4/Gqi5, Fluo-8 calcium fluorescence; vehicle 0%, full acetylcholine response 100%; activation, % at 3 µM;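 active = activation above the run mean over all test wells plus 3 SD, cut at about 32% in these data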;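 note: peak over basal fluorescence ratio per well then scaled between controls; 0% = DMSO wells and 100% = acetylcholine at EC100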
# M5 PAM: positive allosteric modulators of human muscarinic M5 receptor; P08912; CHO-K1 hM5, Fluo-8 calcium, ACh EC20 PAM; 0% = ACh EC20, 100% = ACh EC100; activation, % at 3 µM; 360,000 tested, 0.3% active; AID 624038;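 active = activation above the run cutoff, the mean activation of all test compounds plus 3 SD, cut at about 18% in these data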
# Target sequence (P08912 whole entry, looked up): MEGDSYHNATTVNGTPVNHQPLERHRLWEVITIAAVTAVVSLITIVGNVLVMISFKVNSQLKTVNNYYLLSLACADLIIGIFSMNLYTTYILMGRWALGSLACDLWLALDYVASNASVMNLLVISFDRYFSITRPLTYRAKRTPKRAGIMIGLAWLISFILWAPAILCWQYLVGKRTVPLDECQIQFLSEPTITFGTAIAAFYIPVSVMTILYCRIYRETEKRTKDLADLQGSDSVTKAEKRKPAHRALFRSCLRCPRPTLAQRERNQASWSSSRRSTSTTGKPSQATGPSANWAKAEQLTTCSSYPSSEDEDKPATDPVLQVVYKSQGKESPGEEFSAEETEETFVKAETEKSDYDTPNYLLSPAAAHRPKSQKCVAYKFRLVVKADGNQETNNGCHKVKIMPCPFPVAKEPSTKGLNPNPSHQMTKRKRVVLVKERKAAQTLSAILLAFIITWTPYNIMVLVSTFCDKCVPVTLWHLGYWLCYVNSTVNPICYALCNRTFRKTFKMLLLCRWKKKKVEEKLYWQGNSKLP
#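 system = human M5 receptor in CHO-K1 cells | reagent = EC20 acetylcholine as agonist stimulus | compound dosing = single-point, 3 µM nominal | incubation = Fluo-8 loading 80 min at 37 °C plus 30 min room temperature | detection = Fluo-8 calcium dye fluorescence, kinetic read | benchmarks = low control EC20 acetylcholine (0%), high control EC100 acetylcholine (100%)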
# CRFR2-BP ag: CRF-BP/CRF-R2 complex agonism; HEK293 CRF-R2/CRF-BP, calcium dye fluorescence (FLIPR); percent of saturating CRF peptide response; activation, % at 13.2 µM; 350,000 tested, 0.46% active;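 active = activation of at least 50%, plus an integration ratio under a set limit after plate pattern correction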;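 note: plate controls were neutral control wells without compound for no effect and CRF at EC100 for full effect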
# CHRM5 antagonist: blocks acetylcholine activation of human M5 receptor; 360,000 tested, 0.59% active; P08912; inhibition, % at 3 µM; AID 624040; CHO-hM5 cells, Fluo-8 calcium fluorescence, ACh EC80;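 active = inhibition above a per-plate cutoff, the mean of that plate's test compounds plus 3 SD, cut at about 27% in these data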;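 note: 0% = acetylcholine EC80 with DMSO and 100% = DMSO without agonist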
# CHRM5 agonist: agonists of human muscarinic M5 receptor (CHRM5). activation, % at 3 µM. CHO-K1 hM5 cells, Fluo-8 calcium fluorescence; 0% DMSO wells, 100% maximal acetylcholine response. AID 624037. 360,000 tested, 0.19% active;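 active = activation above the run's mean over test compounds plus 3 SD, cut at about 23% in these data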;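 note: signal is peak over basal fluorescence ratio across the kinetic read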
# CRFR2-BP antag: blocks CRF-induced signaling of the CRF-BP/CRF-R2 complex; HEK293 CRF-R2/CRF-BP, CRF-induced calcium fluorescence; inhibition, % at 11.8 µM; 350,000 tested, 0.59% active;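 active = inhibition of the ligand-induced calcium signal above about 50% at the single tested concentration, limit read from the data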
# M4 antag: blocks acetylcholine activation of human M4 receptor; CHO-hM4 cells, ACh EC80, Fluo-8 calcium fluorescence; inhibition, % at 3 µM; 360,000 tested, 0.73% active;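 active = inhibition above its plate's cutoff, the mean inhibition of sample wells plus 3 SD, cut at about 27% in these data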;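 note: 0% = acetylcholine EC80 with DMSO and 100% = DMSO without agonist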
# M1 PAM: potentiates human M1 receptor response to acetylcholine | CHO-K1 hM1, Fluo-8 calcium fluorescence, ACh EC20; 0% = ACh EC20, 100% = maximal ACh | activation, % at 3 µM | 360,000 tested, 0.088% active; in the data active = activation above about 19%, passing the limit was not always enough
# The depositor's hits bear a star; nt = not tested or not shown. Rows are unselected; about 2.6% have a hit in one of these screens.
cpd	smiles	M4 PAM	CHRM4 agonist	M5 PAM	CRFR2-BP ag	CHRM5 antagonist
1	COc1cccc2cc(S(=O)(=O)c3ccccc3)c(=Nc3ccc4c(c3)OCCO4)oc12	-1	1	3	0.2	-8
2	Cc1ncoc1C(=O)N1CCCC(C(=O)c2ccc3c4c(cccc24)CC3)C1 (stereo unspecified)	-6	3	-1	0.3	11
3	O=C(ONc1ccc(N=NC(=O)c2ccccc2O)cc1)c1ccccc1	-8	3	-15	-5.4	0
4	CC[n+]1c(/C=C/c2cc([N+](=O)[O-])ccc2O)ccc2ccccc21	-5	2	-6	3.6	6
5	CCc1nc2ccc(C(=O)NCc3ccc4c(c3)OCO4)cn2c1N(C)CCC(C)C	-12	1	-6	nt	0
6	O=S(=O)(Cc1ccc(Cl)cc1)N1CCN(c2ncccn2)CC1	-3	2	2	-1.0	1
7	CCN(CC)C(=O)Oc1ccc2ccccc2c1Br	9	1	-8	-0.5	0
8	O=C(Nc1ncccn1)c1cccc(Cl)c1	-2	0	0	1.4	8
9	O=C(N/N=C/c1ccccn1)c1cc(-c2ccccc2Cl)n[nH]1	-10	1	-1	-1.3	5
10	NC(=O)Cn1c(=O)n(C2CCCCC2)c(=O)c2c3c(sc21)CCCCC3	3	0	-1	0.7	6
11	CCN(CC)C(=O)C1=C(C)N(Cc2ccc(C(C)(C)C)cc2)C(=O)C(CC(=O)NCCc2ccccn2)C1 (stereo unspecified)	-7	2	3	-0.2	-19
12	Cc1ccc(S(=O)(=O)NCCN2CCOCC2)cc1	0	1	3	-2.1	4

cpd	CHRM5 agonist	CRFR2-BP antag	M4 antag	M1 PAM
1	-2	18	-1	3
2	3	-1	11	0
3	1	25	8	-11
4	-5	-23	4	-18
5	-2	nt	7	-12
6	2	3	4	4
7	-4	-25	0	7
8	1	14	8	9
9	-1	-61	15	-7
10	1	-41	-13	4
11	-1	-8	5	1
12	-4	20	1	6

# (cont.)
cpd	smiles	M4 PAM	CHRM4 agonist	M5 PAM	CRFR2-BP ag	CHRM5 antagonist
13	CCn1cnc2c1c(=O)n(CC(=O)Nc1ccc(C(N)=O)cc1)c(=O)n2Cc1ccccc1	-14	0	1	-0.2	1
14	COc1ccc(CCNC(=O)c2cccnc2)cc1	8	0	10	0.9	-1
15	N[C@@H](CO)c1nnc([C@H](CCC(=O)O)NC(=O)C2CCNCC2)o1	8	1	0	-0.5	13
16	N#Cc1ccc(OCC(=O)NCCN2CCOCC2)cc1	-4	0	-12	2.1	20
17	O=C(NCCS(=O)(=O)N1CCN(c2ccccc2F)CC1)C1CC(=O)N(c2ccc(F)cc2)C1 (stereo unspecified)	-2	0	3	0.3	-9
18	CCOc1ccc(OCCC(=O)OCC(=O)Nc2cc(C)nn2-c2ccccc2)cc1	-2	0	-8	-2.6	5
19	CCOC(=O)c1oc2cc(C)cc(O)c2c(=O)c1-c1csc(C)n1	-3	1	4	-1.8	-1
20	CCCNC(=O)COC(=O)c1ccc(S(=O)(=O)N2CCCCCC2)cc1	5	2	7	2.9	-3
21	Cc1cccc(NCc2nc(SCC(=O)Nc3ccccc3Br)n[nH]2)c1	-1	3	-4	0.4	4
22	CC(C)[C@H](NC(=O)OCc1ccccc1)C(=O)OCC(=O)N1C(C)CCCC1C (stereo partly specified)	3	3	1	-1.5	12
23	COc1ccc(Nc2ncnc3ccc(Br)cc23)c(OC)c1	-1	1	-10	-0.6	4
24	Cc1ccc(S(=O)(=O)N2CCC(=O)N(C(COCc3ccc(Cl)cc3)Cc3ccccc3)CC2)cc1 (stereo unspecified)	14	0	5	45	8

cpd	CHRM5 agonist	CRFR2-BP antag	M4 antag	M1 PAM
13	2	12	0	2
14	1	5	3	7
15	0	4	4	5
16	-1	9	6	1
17	1	-3	-4	11
18	1	-5	10	2
19	-2	-11	3	3
20	-3	-33	-2	3
21	-3	-9	6	13
22	-6	7	-18	4
23	5	-4	-3	6
24	0	-35	-14	-2

# New compounds follow.
cpd	smiles	M4 PAM	CHRM4 agonist	M5 PAM	CRFR2-BP ag	CHRM5 antagonist
25	O=C(CSc1nc(NS(=O)(=O)c2ccccc2)cc(=O)[nH]1)Nc1cccc(C(F)(F)F)c1	0	0	-1	1.1	11
26	Cc1cccc(C(=O)NC(CC(=O)O)c2ccc(OC3CCCC3)cc2)c1[N+](=O)[O-] (stereo unspecified)	5	1	3	-0.8	8
27	CCOC(=O)CNCCC(=O)c1ccc(Br)cc1	-1	0	2	-1.7	-12
28	CNc1cccccc1=S	-1	1	-6	0.7	9
29	O=C(CNC(=O)c1ccc2c(c1)OCO2)Nc1cccc(Br)c1	7	4	-6	-0.5	12
30	COC(=O)c1nnn(-c2ccccc2)c1N	1	0	-2	0.0	-1
31	COC(=O)c1ccc(=O)n(-c2ccc(OC)cc2)c1	-5	0	2	0.0	-5
32	COc1cccc(CN2CCNC(=O)C2CC(=O)NCC(C)(C)N2CCOCC2)c1OC (stereo unspecified)	15	2	4	0.3	-1
33	O=C(Nc1ccc2c(c1)OCCO2)C1CCC1	-1	0	-2	0.0	-2
34	O=c1[nH]c2ccc(NC(=S)Nc3ccc(Cl)cc3Cl)cc2[nH]1	4	-1	1	-3.0	4
35	O=C(CN1C(=O)c2ccccc2S1(=O)=O)N1CCN(c2ccccc2)CC1	-9	2	-8	0.9	7
36	Cc1n[nH]c(=O)nc1NCc1ccccc1	19	1	11	0.2	-7

cpd	CHRM5 agonist	CRFR2-BP antag	M4 antag	M1 PAM
25	0	0	6	4
26	-1	8	-4	-1
27	1	-18	-3	0
28	-4	-11	11	7
29	1	-3	9	0
30	-2	3	-4	7
31	1	-13	8	5
32	1	1	1	12
33	-3	2	14	4
34	3	4	6	3
35	0	6	15	-3
36	0	-7	9	4

# Some of the entries above, reformatted:
no.	M4 PAM	CHRM4 agonist	M5 PAM	CRFR2-BP ag	CHRM5 antagonist	CHRM5 agonist	CRFR2-BP antag	M4 antag	M1 PAM	compound
32	15	2	4	0.3	-1	1	1	1	12	COc1cccc(CN2CCNC(=O)C2CC(=O)NCC(C)(C)N2CCOCC2)c1OC (stereo unspecified)
30	1	0	-2	0.0	-1	-2	3	-4	7	COC(=O)c1nnn(-c2ccccc2)c1N
25	0	0	-1	1.1	11	0	0	6	4	O=C(CSc1nc(NS(=O)(=O)c2ccccc2)cc(=O)[nH]1)Nc1cccc(C(F)(F)F)c1
29	7	4	-6	-0.5	12	1	-3	9	0	O=C(CNC(=O)c1ccc2c(c1)OCO2)Nc1cccc(Br)c1
28	-1	1	-6	0.7	9	-4	-11	11	7	CNc1cccccc1=S
35	-9	2	-8	0.9	7	0	6	15	-3	O=C(CN1C(=O)c2ccccc2S1(=O)=O)N1CCN(c2ccccc2)CC1

# Further entries.
cpd	smiles	M4 PAM	CHRM4 agonist	M5 PAM	CRFR2-BP ag	CHRM5 antagonist
37	O=C1CCN(S(=O)(=O)c2ccc(Cl)cc2)CCN1	8	1	9	-0.1	1
38	COc1cc(/C=N/NC(=O)Cc2csc(N3CCOCC3)n2)cc(OC)c1O	5	0	-3	-0.5	-2
39	COc1ccc(S(=O)(=O)N2CCN(C3CCCC(C)C3)CC2)cc1 (stereo unspecified)	-10	0	0	0.9	14
40	O=C(NC1CCCCC1)NC1C2CC3CC(C2)CC1C3 (stereo unspecified)	-2	1	0	0.3	-3
41	COc1ccc(NC2CCCN(C(=O)c3cccc(N(C)C)c3)C2)cc1 (stereo unspecified)	-4	0	3	0.0	-2
42	O=C(NC(=S)Nc1ccccc1N1CCOCC1)c1ccc(-c2cccc(Cl)c2)o1	-6	1	-4	0.1	-6
43	Cc1ccc(-n2nc(C(=O)O)cc2-c2ccccc2Cl)cc1	0	-1	4	0.1	4
44	CCc1ccc(C(=O)COc2ccc(NC(C)=O)cc2)cc1	4	1	1	-2.1	0
45	CCOC(=O)C1=C(c2ccccc2)NC(=O)NC1c1cc(OC)c(OC)cc1OC (stereo unspecified)	5	1	-5	-3.3	9
46	CC(C)C1C(=O)N(Cc2cn(CCC3OCCO3)nn2)CCS(=O)(=O)N1Cc1ccc(-c2ccncc2)cc1 (stereo unspecified)	0	0	4	1.1	6
47	COc1cnc(-c2ccccn2)nc1Oc1c(C)cccc1C	8	1	14	-0.1	-10
48	Cc1nc(SCC(=O)N2c3ccccc3Sc3ccccc32)n[nH]1	1	1	2	-1.0	5

cpd	CHRM5 agonist	CRFR2-BP antag	M4 antag	M1 PAM
37	-5	2	-3	13
38	-4	-4	-1	10
39	-6	14	-6	-9
40	-5	-3	-2	-4
41	0	-7	8	-1
42	0	-12	-9	-2
43	1	6	11	2
44	-2	10	0	8
45	-1	22	-10	23
46	0	-1	-7	6
47	-8	-9	-3	-8
48	-4	-8	5	-2

# Three of the entries above in order of the CRFR2-BP antag value, smallest number first:
cpd	Molecule	CRFR2-BP antag
47	COc1cnc(-c2ccccn2)nc1Oc1c(C)cccc1C	-9
43	Cc1ccc(-n2nc(C(=O)O)cc2-c2ccccc2Cl)cc1	6
45	CCOC(=O)C1=C(c2ccccc2)NC(=O)NC1c1cc(OC)c(OC)cc1OC (stereo unspecified)	22

# (next part)
cpd	smiles	M4 PAM	CHRM4 agonist	M5 PAM	CRFR2-BP ag	CHRM5 antagonist
49	COc1ccc(-c2nc(NC(=O)Cn3cnnn3)sc2C)cc1	5	3	5	-1.5	3
50	Cn1c(N)c(C(=O)Nc2c(Cl)cccc2Cl)sc1=S	-7	2	5	0.9	0
51	O=C(CSc1ccc2nnc(-c3ccccn3)n2n1)Nc1ccc2c(c1)OCO2	0	0	1	1.3	3
52	Cc1cc(=O)[nH]c2c(C)cc(S(=O)(=O)N3CCCCC3)cc12	-5	1	-5	-0.7	1
53	CCCc1cc(C(=O)NC2CCCCC2)no1	-1	0	2	-1.4	-1
54	c1nc(N2CCOCC2)c2[nH]cnc2n1	10	0	11	1.1	4
55	Cc1onc(-c2c(F)cccc2Cl)c1C(=O)NCCCN1CCOCC1	7	1	7	-0.3	-10
56	COc1cc(CNCc2ccc(OC)cc2OC)cc(OC)c1	-5	8	4	-1.7	1
57	CC(C)(C)c1ccc(NC(=O)Nc2ccc3ccccc3n2)cc1	0	0	-6	2.0	8
58	O=C1OCCC1Sc1nnnn1-c1ccccc1 (stereo unspecified)	3	0	6	-0.7	10
59	C=CCc1ccc(OCCn2nnc3ccccc32)c(OC)c1	-5	9	-12	-1.1	12
60	COc1ccc2cc(CN(CC3CCCO3)C(=O)Nc3ccccc3OC)c(=O)[nH]c2c1 (stereo unspecified)	-7	3	1	0.7	4
61	O=c1[nH]c(/C=C/c2ccc(Br)cc2)nc2ccccc12	-6	1	-4	2.3	1

cpd	CHRM5 agonist	CRFR2-BP antag	M4 antag	M1 PAM
49	5	0	-3	8
50	-1	7	-13	6
51	-1	22	-8	6
52	1	-1	12	-1
53	0	23	-6	-2
54	-1	-45	0	5
55	0	-16	-8	-4
56	4	-13	-7	4
57	2	-18	5	5
58	0	4	0	5
59	1	26	3	-4
60	-1	-9	2	-2
61	-5	-14	3	5
